# NR2F2 inh = NR2F2 (human) inhibition, primary screen; HEK293T NGFI-A luciferase reporter, luminescence; inhibition, % at 8.6 µM; 0.7% of 370,000 active; AID 686940;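 active = inhibition above a per-plate cutoff, mean inhibition of test wells between control levels plus 3 SD, cut at about 38% in these data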;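 note: cells cotransfected with COUP-TFII expression vector driving the NGFI-A reporter; 0% = median of COUP-TF2 test wells and 100% = reporter-only cells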
# Target sequence (P24468 whole entry, looked up): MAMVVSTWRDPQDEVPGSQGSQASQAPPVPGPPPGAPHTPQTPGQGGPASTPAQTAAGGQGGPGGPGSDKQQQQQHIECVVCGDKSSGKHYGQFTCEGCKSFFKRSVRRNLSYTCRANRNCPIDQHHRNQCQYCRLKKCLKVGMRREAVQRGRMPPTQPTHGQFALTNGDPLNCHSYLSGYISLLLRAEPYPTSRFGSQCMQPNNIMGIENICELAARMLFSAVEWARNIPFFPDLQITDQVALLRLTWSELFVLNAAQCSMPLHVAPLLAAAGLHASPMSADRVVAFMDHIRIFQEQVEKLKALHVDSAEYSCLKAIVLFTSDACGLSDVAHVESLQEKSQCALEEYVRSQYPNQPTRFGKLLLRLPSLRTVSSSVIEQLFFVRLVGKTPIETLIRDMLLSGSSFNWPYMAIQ
# An asterisk follows results filed as active; & = joins results of further samples. This is a subset; the hit share may differ from the screen's.
SMILES,NR2F2 inh
Cc1cc(-c2n[nH]c(=S)n2N=Cc2cc(Br)ccc2F)n[nH]1,-10
CC(C)CN1C(=O)[C@]2(CC(=O)N(C)C2c2ccccc2)c2cc(-n3cc(-c4ccccc4)nn3)ccc21 (some centres undefined),9
CC(C)(C)N1Cc2nnn(Cc3ccccc3)c2-c2cc(F)ccc2S1(=O)=O,-7
COC(=O)[C@]12CCCCC=C1N(Cc1ccc(OC)cc1)C(=O)[C@@H]2CC(=O)NCc1ccc(C)o1,-6
CCn1c2ccccc2c2cc(NC(=O)c3cc4c(C)nn(-c5ccccc5)c4s3)ccc21,-3
CCOc1ccc(C(C)=O)cc1Cc1c(O)nc(N)[nH]c1=O,2
COC(=O)C[C@@H]1CC[C@H]2[C@H](COc3ccc(NC(=O)c4cccc(C(F)(F)F)c4)cc3C(=O)N2C)O1,12
O=C(CSc1nnc(-c2cccs2)o1)Nc1cc(Cl)cc(Cl)c1,-50
O=C(C1CCCN1S(=O)(=O)c1ccccc1[N+](=O)[O-])N1CCN(c2ccccc2)CC1 (centres undefined),-2
Cc1nn(-c2ccccc2)c2sc(C(=O)NC3CCCCCCC3)cc12,-10
CN(C(=O)CSc1nc2c(cnn2-c2ccccc2)c(=O)[nH]1)C1CCS(=O)(=O)C1 (centres undefined),0
O=C(CN1CCC(NC(=O)Nc2ccc(Cl)cc2)CC1)Nc1ccc2c(c1)OCCO2,-32
COc1cc(-c2nnc(SCC(=O)N3C(C)CCCC3C)o2)cc(OC)c1OC (centres undefined),5
O=C(NCc1ccccc1)[C@@H]1CCCN1C(=O)[C@H]1CCCN1C(=O)c1ccccc1,6
COc1cccc([C@@H]2NC(=O)C/C=C/[C@H](C)[C@H](c3cccc(OC)c3)NC(=O)C/C=C/[C@@H]2C)c1,13
COC(=O)C1CN(Cc2ccc(C)cc2)CCS(=O)(=O)N1Cc1cn(Cc2ccc(C)cc2)nn1 (centres undefined),-3
Cc1cc(NS(=O)(=O)C2CCN(C(=O)Cc3ccc(Cl)c(Cl)c3)CC2)no1,0
COCCCNC(=O)C[C@H]1C[C@@]2(C(=O)OC)C(=C[C@H](COCc3ccccc3)O[C@@H]2C)N(Cc2ccccc2)C1=O,-10
COC(=O)[C@]12C[C@H](CC(=O)NCc3cccs3)C(=O)N(Cc3ccc4c(c3)OCO4)C1=C[C@H](C(C)(C)C)O[C@@H]2C,-14
O=C(Cn1nnc(-c2ccccc2F)n1)Nc1ccc(F)cc1F,4
CCOC(=O)N[C@H](C(=O)N1CCC[C@H]1C(=O)NCCc1ccccc1Cl)C1CCCCC1,-25
C[C@H]1[C@@H](NC(=O)Cc2ccsc2)CC[C@@]23CCCN2C(=O)CCC[C@@H]13,8
C/C=C/c1ccc([C@@H]2[C@H](CO)N(S(C)(=O)=O)[C@H]2CN(C)C(=O)CC)cc1,-1
C[C@@H]1CCCN1c1cccc2c1S(=O)(=O)N1CC[C@H](C1)O2,2
N[C@H](C(=O)N1CCC[C@@H]1C(=O)N1CCC2CCN(S(=O)(=O)c3ccccc3)CC21)c1ccccc1 (some centres undefined),16
CN1c2ccc(-c3cccc(F)c3)cc2[C@H]2[C@H](CCN2S(=O)(=O)c2cccc(F)c2)[C@H]1CO,0
C[C@@H]1[C@@H](O)C[C@@]2(C[C@H](O)c3cc(Cl)ccc3O2)O[C@H]1c1ccccc1Cl,-13
Nc1[nH]c(C(=O)c2ccc(Br)cc2)c(-c2ccc(F)cc2)c1C(=O)NCCc1c[nH]c2ccccc12,-1
COc1ccccc1N1CCN(S(=O)(=O)c2ccc3c(c2)n(C)c(=O)c(=O)n3C)CC1,3
Cc1ccc2oc(Nc3nc(-c4ccccc4)cc(=O)[nH]3)nc2c1,4
COC(=O)[C@]12C[C@H](CC(=O)N3CCN(C(=O)c4ccco4)CC3)C(=O)N(CCc3ccc(OC)c(OC)c3)C1=C[C@H](C(C)C)O[C@@H]2C1CC1,5
CN(CC#Cc1ccccc1)C(N)=NC(=O)/C=C/c1ccccc1,0
C=CCN1C(=O)[C@@H](CC(=O)NCC2CCCCC2)[C@]2(C(=O)OC)CCCCC=C12,3
CC(C)CNc1cccc2c1S(=O)(=O)N[C@@H](Cc1ccccc1)CO2,-6
Cc1ccc(NC(=O)C2CCCN(c3nnc(-n4cccc4)s3)C2)c(C)c1 (centres undefined),0
COc1c2c(cc3c1c(=O)c1ccccc1n3C)OCO2,-13
C[C@@H]1CN([C@@H](C)CO)C(=O)CCCn2cc(nn2)CO[C@H]1CN(C)C(=O)Nc1ccc2c(c1)OCCO2,-30
O=C(Cn1nc(-c2ccccc2)ccc1=O)Nc1cccc(NC(=O)c2ccccn2)c1,-12
Cc1cc(C)c2cc(CN(CCO)C(c3nnnn3Cc3ccc(F)cc3)C(C)C)c(=O)[nH]c2c1 (centres undefined),5
Cc1ccc(CN(C)C[C@H]2OCc3cnnn3CCCC(=O)N([C@H](C)CO)C[C@@H]2C)cc1,8
CCC(CO)Nc1cccc2c1S(=O)(=O)N(Cc1cn(Cc3ccc(Cl)cc3)nn1)Cc1ccccc1O2 (centres undefined),-13
COC(=O)C1CN(Cc2cn(CCOC(C)=O)nn2)CCS(=O)(=O)N1Cc1ccc(OC)cc1 (centres undefined),-9
COC(=O)C1CN(Cc2cn(CCOC(C)=O)nn2)CCS(=O)(=O)N1Cc1ccc(Cl)cc1 (centres undefined),-19
Cc1nn(CC(=O)NCc2ccc(OC(C)C)cc2)c(=O)c2cc3occc3n12,16
NC(=O)c1c(N)[nH]c(C(=O)c2ccccc2)c1-c1ccccc1Cl,-21
CC(C)CC1NC(=O)c2ccc(Cl)cc2-n2c1nc1ccc(Cl)cc1c2=O (centres undefined),-2
CCOc1ccc2ncc(S(=O)(=O)c3ccccc3)c(N3CCC4(CC3)OCCO4)c2c1,-16
O=C(Nc1ccc2c(c1)OCO2)NC1CCCCN(Cc2cccc(Cl)c2)C1=O (centres undefined),10
COC(=O)[C@]12C[C@H](CC(=O)NCCCCc3ccccc3)C(=O)N(CCc3ccc(OC)c(OC)c3)C1=C[C@H](COCc1ccccc1)O[C@@H]2C,1
COc1ccc(-n2c(COc3ccc(C)cc3)nnc2SCC(=O)c2ccc(-c3ccccc3)cc2)cc1,8
COC(=O)C[C@@H]1CC[C@H]2[C@@H](COc3ccc(NC(=O)Nc4ccccc4)cc3C(=O)N2C)O1,-6
CN(Cc1ccccc1)C(=O)OCc1cn(Cc2ccccc2F)nn1,4
Cc1ccc(NC(=O)[C@H]2CC(=O)O[C@@H]2c2ccccc2)cc1C,-12
C=C1C(C(C)C)N(C)C2=NC(c3ccccc3)CC(=O)N12 (centres undefined),-5
COC(=O)Cn1nc(-c2ccccc2)c2cccc(C(F)(F)F)c21,-10
COC(=O)C12C=C3CC(c4ccc(C(F)(F)F)cc4)=C3C(=O)N1Cc1[nH]c3ccccc3c1C2 (centres undefined),3
CCNC(=O)N1CCN(c2ccc(N3CCN(Cc4ccccc4)[C@H](C)C3)c(C)c2)[C@@H](C)C1,0
C#CCN1CC(COc2ccccc2)Oc2cccc(Oc3ccc(C(C)C)cc3)c2S1(=O)=O (centres undefined),-4
O=C(O)CCN1C(=O)/C(=C/c2ccc(F)cc2F)SC1=S,-20
Cc1ccc(C)c(Cc2c(C)nc3c(C(=O)NCc4ccc5c(c4)OCO5)cnn3c2C)c1,-4
# (cont.)
SMILES,NR2F2 inh
COc1ccc(C2C(C(=O)N3CCOCC3)CC(=O)N2c2ccc(OC)cc2)cc1 (centres undefined),-1
COC(=O)[C@@]1(Cc2ccccc2)[C@H]2c3cc(C(=O)N4CCCC4)n(Cc4ccsc4Br)c3C[C@H]2CN1C(=O)c1ccccc1,16
Nc1nc2c(-c3ccc([N+](=O)[O-])cc3)nnn2c2ccccc12,-13
CCCC1CCC2(CCC(=O)N2CCC#N)CC1 (centres undefined),-4&-14
Nc1ccn([C@@H]2O[C@H](C(=O)N[C@H]3CCCCNC3=O)[C@@H](O)[C@H]2O)c(=O)n1,-2
CC1CC(C)CN(CCCNS(=O)(=O)c2cc3c(cc2Br)CCN3C(=O)C2CC2)C1 (centres undefined),3
O=C(NCC1COc2ccccc2O1)c1ccc(NC(=O)c2c(Cl)cccc2Cl)cc1 (centres undefined),5
CCOC(=O)C1=CCN(S(=O)(=O)c2ccc(Cl)cc2)C1c1cccc(Br)c1 (centres undefined),15
CC(C)(C)c1ccc(S(=O)(=O)N2CCC(C(=O)N3CCN(C4CCCCC4)CC3)CC2)cc1,-8
COc1cccc(CNC(=O)[C@H]2CCCN2C(=O)[C@H]2CCCN2C(=O)C2CCCCC2)c1,2
COC(=O)c1cc2c(c3c4cc(OC)ccc4n(S(=O)(=O)c4ccc(F)cc4)c13)C(=O)N(C)C2,-14
OC(c1ccccc1)(c1ccccc1)C1CCN(CCCOc2ccncc2)CC1,-22
Cc1c(C(=O)O)sc(S(=O)(=O)N2CCNCC2)c1C(=O)O,4
COc1ccc(Cn2cc(CN3[C@@H](CC(C)C)COc4ccc(Cl)cc4S3(=O)=O)nn2)cc1,3
Cc1cccc(NC(=O)C[C@H]2CC[C@H]3[C@@H](COc4ccc(NC(=O)Nc5ccccc5)cc4C(=O)N3C)O2)c1,-5
CC(=O)N1c2cc(S(=O)(=O)Nc3c(C)n(C)n(-c4ccccc4)c3=O)c(Br)cc2CC1C (centres undefined),1
COC(=O)C1=C(C)N(C)C(=NCc2ccc3c(c2)OCO3)NC1c1cccc(Cl)c1 (centres undefined),-7
C#CCNC(=O)C[C@H]1C[C@@]2(C(=O)OC)C(=C[C@H](COCc3ccccc3)O[C@@H]2C)N(CCCCCCCC)C1=O,1
O=C(OCc1cn(Cc2cccc(F)c2)nn1)N1CCCCC1,-3
CCCCN(C)C(=O)CN1C(=O)C2CCCCN2C(=O)c2ccccc21 (centres undefined),6
Cn1c2cc(S(C)=O)sc2c2cnn(Cc3cccc(N)c3)c(=O)c21 (centres undefined),-21
COC(=O)c1ccc(/C=N/NC(=O)CCSc2nc3ccccc3s2)cc1,8
O=C1C[C@@H](c2ccccc2)N=C2N(Cc3ccc4c(c3)OCO4)C/C(=C/c3ccccc3)N12,14
O=C(OCCN1CCN(C2CN(Cc3cn(Cc4ccccc4F)nn3)S(=O)(=O)C2)CC1)c1cc2ccccc2o1 (centres undefined),6
COC(=O)C1CN(Cc2ccccc2)CCS(=O)(=O)N1Cc1ccccc1 (centres undefined),-13
CCCCNC(=O)C[C@H]1C[C@@]2(C(=O)OC)C(=C[C@H](C(C)C)O[C@@H]2C2CC2)N(Cc2ccc3c(c2)OCO3)C1=O,2
COc1ccc(C(=O)NCC2CCN(C(=O)C(=O)c3cc4ccccc4o3)CC2)c(OC)c1,2
COC(=O)[C@]12C[C@H](CC(=O)N3CCN(C(=O)c4ccco4)CC3)C(=O)N(Cc3ccco3)C1=C[C@H](C(C)(C)C)O[C@@H]2C,-1
Fc1ccc(NC(=S)Nc2ccc(Cl)cc2Cl)cc1,-9
COc1ccc(-c2[nH]nc3c2C(c2ccc(OC(=O)N4CCOCC4)cc2)C(C#N)=C(N)O3)cc1 (centres undefined),8
COC(=O)C1CN(Cc2ccc(F)cc2)CCS(=O)(=O)N1Cc1cn(Cc2ccc(Cl)cc2)nn1 (centres undefined),13
CCOc1ccc(C(=O)Oc2ccc(NC(C)=O)cc2)cc1,-9
CCCCN1CC(COCc2ccccc2)Oc2cccc(Sc3ccc(OC)c(OC)c3)c2S1(=O)=O (centres undefined),1
CC12CN(C(=O)c3ccc([N+](=O)[O-])cc3)CC(C)(CN(C(=O)c3ccc([N+](=O)[O-])cc3)C1)C2=O,7
CCOC(=O)C1=C(C(=O)OCC)C2N(Cc3ccc(Br)cc3)c3ccccc3[C@@]23C[C@@H](C(=O)OC)N(S(=O)(=O)c2ccc(OC)cc2)C3=N1 (some centres undefined),-2
NC(=O)c1ccc(N=Nc2c(-c3ccccc3)[nH]n(-c3ccccc3)c2=O)cc1,-10
FC(F)(F)c1ccc2nc(CNc3nc(N4CCOCC4)nc4c3ncn4-c3ccsc3)[nH]c2c1,69*
COc1ccc(S[C@]2(C(=O)N3CCOCC3)CC(=O)N(C(=O)Nc3ccc(C)c(Cl)c3)[C@@H]2c2ccc(OC)cc2)cc1,13
COC(=O)[C@]12C[C@H](CC(=O)N3CCOCC3)C(=O)N(CCC3=CCCCC3)C1=C[C@H](COCc1ccccc1)O[C@@H]2C,-8
CC(C)NC(=O)c1sc2nc(-c3cccs3)cc(-c3cccs3)c2c1N,-12
COc1ccc(-c2noc(C3CCCN(C(=O)N[C@@H]4C[C@H]4c4ccccc4)C3)n2)cc1 (some centres undefined),-17
Cc1cc(Nc2cccc(F)c2)cc(=O)n1-c1cccc(F)c1,-11
